# Source: PubChem BioAssay
# GPR35 arrestin U2OS: inhibition of zaprinast-stimulated GPR35 beta-arrestin translocation – imaging, U2OS, beta-arrestin-GFP, zaprinast agonist, primary screen (AID 2058). one-dose inhibition, % at 10 µM; IC50 in µM for titrated hits. 290,000 tested, 0.052% active. U2OS GPR35 beta-arrestin-GFP translocation imaging, zaprinast antagonism; higher % means a stronger effect;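 active = inhibition of at least 50% with at least 30 cells and total cytoplasm GFP at most 10,000,000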
# Large T inhibition: SV40 large T antigen inhibitors, biochemical (AID 1903); inhibition, % at 20 µM; hits with a dose series show IC50 in µM; SV40 large T antigen ATPase/helicase inhibition assay; higher % means a stronger effect; 310,000 tested, 0.39% active; in the data active = a potency from the dose series; also: strong numbers were not always called active
# GPR55 activation: selective activators of receptor GPR55 – imaging, U2OS cells, beta-arrestin-GFP redistribution, primary screen (AID 1961) | U2OS GPR55 beta-arrestin-GFP redistribution imaging; higher % means a stronger effect | activation, % at 10 µM, or EC50 in µM where a hit was titrated | 290,000 tested, 0.048% active;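 active = activation above 40% with more than 50 cells counted in the well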;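 also: U2OS osteosarcoma cells stably expressing GPR55 and beta-arrestin-GFP; plate controls were DMSO negative control for no effect and LPI positive control for full effect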
# GPR55 LPI antagonism: inhibition of LPI-stimulated GPR55 beta-arrestin translocation – imaging, U2OS, beta-arrestin-GFP, LPI agonist, primary screen (AID 2013); U2OS GPR55 beta-arrestin-GFP translocation imaging, LPI antagonism; higher % means a stronger effect; 290,000 tested, 0.13% active; one-dose inhibition, % at 10 µM; IC50 in µM for titrated hits;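 active = spots per cell inhibited over 60%, with over 100 cells counted and total cytoplasm intensity under 500,000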;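 also: U2OS cells stably carrying GPR55 and arrestin-GFP stimulated by 5 µM LPI near EC80; imaged beta-arrestin-GFP aggregate spots per cell after agonist stimulation; plate controls were LPI-stimulated DMSO wells for no effect and DMSO wells without LPI for full effect; some results filed as inactive read as strong as hits; confirmed hits need IC50 under 10 µM and bright autofluorescent wells are also inconclusive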
# MgcRacGAP inhibition: MgcRacGAP GTPase-activating activity inhibitors, confirmation, biochemical, ADP Hunter fluorescence | inhibition, % at 30 µM, or IC50 in µM where a hit was titrated | AID 624330 | 340,000 tested, 0.6% active | MgcRacGAP-stimulated Rac1 GTP hydrolysis, ADP Hunter fluorescence; higher % means a stronger effect; GST-tagged Rac1 F28L mutant substrate;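 active = first-screen hits whose inhibition reached a set limit at any dose in the follow-up dose series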;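 also: fluorescence reports GDP produced by GAP-driven GTP hydrolysis; strong numbers were not always called active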
# Hep lipid drop: hepatic lipid droplet formation modulation; AML12 mouse hepatocytes, oleate lipid droplets, BODIPY imaging; inhibition, % at 6.5 µM; 240,000 tested, 0.4% active; AID 1656;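 active = lipid droplet intensity inhibited by at least 50%, with more than 500 cells counted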
#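 Material – AML12 mouse liver cells · Also added – oleate loading, 100 µM · Compound dosing – 6.5 µM single-point dosing · Times – overnight treatment with compound plus oleate · Measured by – fluorescence imaging, 20x objective, two fields per well · Read-out – percent inhibition of filter-corrected integrated lipid droplet intensity per well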
# T cell modulator: T cell immune modulation candidate; 2C CD8+ T cell-vesicle binding, flow cytometry; stronger effect = lower value; calls only at 7 µM; 330,000 tested, 0.068% active;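 active = response, share of CD8 T cells binding vesicles, and their 90th percentile fluorescence all below set limits, cut at about 80% in these data, passing the limit was not always enough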
#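 Benchmarks: naked versus QL9-loaded vesicles / Assay system: purified 2C TCR transgenic mouse naive CD8+ T cells / Technique: high-throughput flow cytometry with anti-B7-1 and anti-CD8 staining / Timing: Cell–vesicle co-incubation 1.5 h at 37 °C, staining 20 min on ice / Read-out: percent CD8+ FL2 mean versus row control / Probe or stimulus: QL9-loaded Drosophila micro-vesicles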
# NTR1 agonist: agonists of NTR1, primary screen, imaging, U2OS cells, beta-arrestin-GFP, high content (AID 493036). 330,000 tested, 0.17% active. NTR1-U2OS beta-arrestin-GFP spot imaging, agonist mode. activation, % at 20 µM. P30989;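 active = activation at or above 40% of the spot to cytoplasm intensity ratio, with at least 20 cells analyzed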;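 also: 0% = DMSO without peptide and 100% = 100 nM NTR1 peptide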
# Target sequence (P30989 whole entry, looked up): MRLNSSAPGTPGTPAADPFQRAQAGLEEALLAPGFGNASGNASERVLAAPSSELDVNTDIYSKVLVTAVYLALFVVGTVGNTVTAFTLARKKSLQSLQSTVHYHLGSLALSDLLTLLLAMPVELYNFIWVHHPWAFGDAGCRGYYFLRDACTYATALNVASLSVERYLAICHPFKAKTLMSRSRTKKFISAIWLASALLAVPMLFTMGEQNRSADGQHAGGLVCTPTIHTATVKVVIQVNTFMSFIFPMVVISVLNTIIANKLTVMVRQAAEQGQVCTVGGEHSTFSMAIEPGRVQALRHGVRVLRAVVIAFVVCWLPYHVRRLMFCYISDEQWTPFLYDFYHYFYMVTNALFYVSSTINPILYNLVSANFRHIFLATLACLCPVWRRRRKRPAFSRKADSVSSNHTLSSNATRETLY
# LYP inhibition: PTPN22 lymphoid phosphatase activity blockers – biochemical, fluorescence intensity, uHTS (AID 1779). recombinant LYP phosphatase, fluorescence intensity; higher % means a stronger effect. inhibition, % at 11.5 µM; hits with a dose series show IC50 in µM. 290,000 tested, 0.054% active; in the data active = inhibition above about 50%;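 also: plate controls were vehicle with enzyme for no effect and no enzyme for full effect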
# Hep lipid drop cells 6.5 µM: further read-out of Hep lipid drop, marked with its call; cell count; measured here: cell count, cytotoxicity flag;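 cells counted across two imaged fields per well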
# T cell modulator vesicle-bound %: also measured in T cell modulator; calls as there; double positive events, %; measured here: CD8+ vesicle-bound cell fraction;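 binding gate set so that unloaded-vesicle control wells show 10% double positive cells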
# NTR1 agonist cell count 20 µM: further read-out of NTR1 agonist, marked with its call; cell count; measured here: cell count, cytotoxicity flag
# * = called active by the depositor; i = inactive; x = not tested or not shown. Hits appear at their usual frequency; any-hit rate near 1.8%.
SMILES,GPR35 arrestin U2OS,Large T inhibition,GPR55 activation,GPR55 LPI antagonism,MgcRacGAP inhibition,Hep lipid drop,Hep lipid drop cells 6.5 µM,T cell modulator,T cell modulator vesicle-bound %,NTR1 agonist,NTR1 agonist cell count 20 µM,LYP inhibition
Cn1nc(C(F)(F)F)c2cc(NC(=O)OCc3ccc(F)cc3)sc21,6%,21%,-0.1%,-14%,10%,x,x,i,26,-5.3,29,-2%
COc1ccccc1-c1cc(C(F)(F)F)nc(NCc2ccco2)n1,-2%,12%,-0.1%,14%,7%,x,x,i,7,2.8,81,2%
CCOC(=O)N1CCC(NC(=O)Cc2ccccc2)CC1,-4%,14%,-0.3%,3%,8%,-1,777,i,64,0.4,61,-4%
CC1=CSC2=NC(C(F)(F)F)(C(F)(F)F)NC(=O)N12,5%,5%,0.3%,-2%,5%,-9,719,i,30,-1.8,46,-4%
O=C(Nc1ccc(Cl)c(Cl)c1)Nc1ccon1,-15%,5%,0.0%,-18%,2%,3,907,i,8,6.5,61,-6%
Cc1ccc(NC(=O)CSc2nc3ccccc3c(=O)n2CC2CCCO2)cc1 (stereo not given),11%,11%,0.0%,5%,8%,6,670,i,7,3.0,41,-3%
CC(=O)NC(c1ccccc1)c1cccnc1 (stereo not given),8%,5%,-0.5%,2%,3%,x,x,i,11,-1.0,81,-8%
COc1ccc([N+](=O)[O-])cc1-n1cnnn1,17%,x,-0.3%,-2%,13%,11,760,i,19,0.3,45,-5%
CCOC(=O)Nc1ccc2c(c1)N(C(=O)CN1CCN3CCCC3C1)c1ccccc1CC2 (stereo not given),2%,5%,0.2%,14%,3%,x,x,i,21,1.4,58,-11%
COc1cccc(C(CC(=O)NCc2ccco2)NS(=O)(=O)c2ccc(C)cc2)c1OC (stereo not given),-7%,14%,0.6%,-6%,2%,-16,511,i,12,0.1,52,0%
c1ccc(Nc2ccccn2)cc1,10%,17%,-0.1%,0%,1%,-8,697,i,23,0.0,101,-6%
COc1ccccc1OCCNc1cc(N2CCOCC2)ccc1[N+](=O)[O-],14%,4%,-0.3%,-6%,4%,-2,673,i,42,-0.1,56,6%
CCCOc1ccc(C(=O)CCC(=O)NNC(=O)Cn2nc(C)cc2C)cc1,x,6%,x,x,5%,x,x,i,26,0.1,64,x
CCn1c(Cc2c(C)[nH]c3ccccc23)nnc1SCC(N)=O,-2%,5%,-0.1%,-1%,2%,11,768,i,38,-0.8,40,-6%
CCO[C@@H]1OC(C(=O)Nc2ccccc2)=C[C@H](C)[C@H]1CCCO,x,8%,x,x,8%,x,x,i,29,0.5,46,x
COc1cccc(C2CC(c3ccccc3OC)n3nc(N)nc3N2)c1 (stereo not given),2%,11%,-0.2%,-3%,5%,x,x,i,19,-1.2,79,-8%
CC(=O)c1cc(C#N)c(Oc2cccc(C(F)(F)F)c2)nc1C,-6%,11%,0.2%,4%,3%,x,x,i,25,2.2,60,0%
Cc1ccn2c(NC3CCCC3)c(-c3cccs3)nc2c1,34%,9%,0.0%,35%,20%,-2,688,i,64,0.9,50,-8%
COC(=O)c1[nH]c2ccccc2c1NC(=O)CN1CCC(C(N)=O)(N2CCCCC2)CC1,-16%,0%,-0.3%,0%,8%,-22,638,i,30,-1.3,62,0%
COc1ccc(C(=O)Nc2cccc(/C=C/c3nc4ccccc4c(=O)[nH]3)c2)cc1,-20%,-2%,0.0%,-3%,6%,8,701,i,15,11,68,-10%

# Reprinted at random: 4 compounds from above.
SMILES,GPR35 arrestin U2OS,Large T inhibition,GPR55 activation,GPR55 LPI antagonism,MgcRacGAP inhibition,Hep lipid drop,Hep lipid drop cells 6.5 µM,T cell modulator,T cell modulator vesicle-bound %,NTR1 agonist,NTR1 agonist cell count 20 µM,LYP inhibition
COc1ccccc1OCCNc1cc(N2CCOCC2)ccc1[N+](=O)[O-],14%,4%,-0.3%,-6%,4%,-2,673,i,42,-0.1,56,6%
COc1ccc([N+](=O)[O-])cc1-n1cnnn1,17%,x,-0.3%,-2%,13%,11,760,i,19,0.3,45,-5%
COc1ccc(C(=O)Nc2cccc(/C=C/c3nc4ccccc4c(=O)[nH]3)c2)cc1,-20%,-2%,0.0%,-3%,6%,8,701,i,15,11,68,-10%
CC1=CSC2=NC(C(F)(F)F)(C(F)(F)F)NC(=O)N12,5%,5%,0.3%,-2%,5%,-9,719,i,30,-1.8,46,-4%

# New compounds follow
SMILES,GPR35 arrestin U2OS,Large T inhibition,GPR55 activation,GPR55 LPI antagonism,MgcRacGAP inhibition,Hep lipid drop,Hep lipid drop cells 6.5 µM,T cell modulator,T cell modulator vesicle-bound %,NTR1 agonist,NTR1 agonist cell count 20 µM,LYP inhibition
CCOc1ccc(S(=O)(=O)n2nc(C)c(S(=O)(=O)N3CCOCC3)c2C)cc1,-4%,15%,-0.2%,-5%,6%,8,790,i,10,-0.4,62,0%
Cc1ccc(S(=O)(=O)N(C)c2ccccc2C(=O)N2CCCC2)cc1,-5%,10%,0.4%,-15%,12%,-7,699,i,9,0.8,59,0%
CCN(C(=O)c1cc2c(=O)n3cccc(C)c3nc2s1)C1CCCCC1,12%,2%,-0.1%,0%,6%,-1,774,i,21,6.0,45,-9%
CCc1nonc1NC(=O)c1oc2ccc(C)cc2c1C,46%,20%,-0.2%,2%,14%,-9,634,i,38,1.8,50,-12%
O=C(Nc1ccccc1)Nc1cccc(-c2cn3cccnc3n2)c1,-15%,-1%,-0.7%,4%,17%,-7,684,i,6,3.0,51,1%
COCCOC(=O)CC1=NC(=O)CS1,7%,-10%,0.2%,0%,3%,x,x,i,9,-1.2,62,-3%
CCCCCCC1CC(CC(=O)Nc2ccc([N+](=O)[O-])cc2)C(=O)O1 (stereo not given),11%,9%,0.1%,-2%,3%,-21,655,i,45,6.9,55,2%
O=C(/C=C/c1ccccc1)C1=C(O)C(=O)N(CCO)C1c1ccccc1[N+](=O)[O-] (stereo not given),3%,5%,-0.1%,-14%,12%,-19,652,i,27,-0.5,88,-10%
COc1ccc(NC(=S)N2CCN(CCN3C(=O)c4cccc5cccc(c45)C3=O)CC2)cc1,22%,10%,-0.1%,-2%,14%,11,764,i,37,-0.6,68,-4%
CCCCN(CC)CCCNC(=O)CN1C(=O)CSc2ccc(S(=O)(=O)N3CCOCC3)cc21,2%,6%,0.1%,2%,8%,-2,744,i,55,-0.5,38,-5%
COc1cccc(C=Nc2ccc3c(c2)OCCO3)c1O,4%,22%,0.5%,-7%,15%,-9,676,i,14,2.8,77,-1%
O=C(CSc1nc(-c2ccccc2)nc2ccc(F)cc12)Nc1ccc(C(=O)O)cc1,-9%,20%,-0.2%,13%,0%,-5,722,i,44,1.1,66,2%
O=[N+]([O-])c1c(NCCCO)cc(N2CCN(Cc3ccc4c(c3)OCO4)CC2)c2nonc12,-9%,5%,-0.4%,9%,9%,-1,662,i,7,1.3,54,1%
O=C1CC(c2cc([N+](=O)[O-])ccc2Cl)c2c(ccc3ccccc23)N1 (stereo not given),0%,11%,-0.2%,9%,7%,-43,655,i,54,3.5,68,-2%
CC/C(=N/NS(=O)(=O)c1ccc(Cl)cc1)c1ccc(O)cc1,-3%,14%,0.1%,9%,1%,-2,653,i,33,-0.4,55,-2%
CCC(C)[C@H](NC(=O)NCc1cccnc1)C(=O)OC (stereo not given in full),-2%,8%,-0.2%,7%,9%,1,702,i,32,1.2,47,-3%
CCN(CC(=O)Nc1cccc(C#N)c1)CC(=O)Nc1cccc(OC)c1,-4%,9%,0.0%,10%,3%,-11,689,i,41,0.2,49,-8%
COc1ccc(CN2CC34C=CC(O3)C(C(=O)O)C4C2=O)cc1 (stereo not given),17%,-2%,-0.1%,16%,5%,x,x,i,54,1.7,64,-5%
COc1ccc(C2=NOC(C(=O)N3CCCc4ccccc43)C2)cc1 (stereo not given),-6%,6%,-0.1%,5%,7%,x,x,i,32,0.8,61,-4%
COc1cc(NC(=O)c2cc3nc(-c4ccccc4)cc(-c4ccccc4)n3n2)cc(OC)c1OC,6%,16%,-0.1%,54%,18%,x,x,i,63,3.4,34,2%
Cc1ccc(C)c(N2CCN(C(=O)c3ccccc3Br)CC2)c1,x,14%,x,x,3%,x,x,i,35,1.6,59,x
CCOc1ccc(CCNC(=O)CCN2C(=O)COc3ccccc32)cc1OCC,1%,16%,0.2%,7%,10%,x,x,i,25,-1.1,39,-8%
O=C(COc1ccccc1C(=O)N/N=C\c1ccc(O)c(O)c1)N/N=C/c1ccc(O)c(O)c1,-11%,2%,-0.1%,-3%,21µM*,x,x,i,61,0.4,47,-1%
CC(C)CC(c1nnnn1Cc1ccco1)N1CCN(C2CCCC2)CC1 (stereo not given),0%,12%,-0.2%,9%,6%,x,x,i,18,-1.8,61,-8%
CN(C)c1ccc(C(CNC(=O)c2cccs2)N(C)C)cc1 (stereo not given),10%,10%,-0.2%,14%,6%,x,x,i,54,-1.4,80,-5%
COC(=O)CSc1nnc(Cc2ccccc2)n1-c1ccc(C)cc1,15%,11%,0.0%,13%,3%,0,740,i,31,-1.8,81,-3%
CCCNC(=O)COc1ncnc2sccc12,-7%,-1%,0.1%,21%,-4%,36,683,i,49,0.8,44,1%
O=C(NCc1ccc(F)cc1)c1cc2n(n1)C(C(F)(F)F)CC(C1CC1)N2 (stereo not given),1%,11%,0.4%,10%,5%,x,x,i,56,0.6,47,-5%
COc1ccc(O)c(CN2CCN(C/C=C/c3ccccc3)CC2)c1,2%,1%,-0.2%,-3%,7%,x,x,i,38,0.3,70,-6%
CC(C)C(C(=O)OCC(=O)c1ccccc1)N1C(=O)C2C3C=CC(C3)C2C1=O (stereo not given),0%,6%,-0.1%,-3%,0%,-14,625,i,52,-1.0,86,-4%
COC(=O)C1CCN(C(=O)NC(C)(C)C)CC1,0%,12%,-0.1%,-3%,9%,9,649,i,61,-1.8,67,-9%
COc1cccc(-c2nn(-c3ccccc3)cc2CN(C)Cc2ccon2)c1,3%,6%,0.2%,6%,3%,-5,716,i,10,-1.1,120,-5%
